APE1 inh – APE1 (human) endonuclease inhibition. 0.35% of 350,000 active. Potency, µM (series often up to 65.8 µM), for inactives: top-dose activity change, negative = inhibition, hits mostly inhibitors. AID 2517. recombinant APE1, TAMRA/BHQ-2 abasic DNA cleavage fluorescence;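 note: plate controls were vehicle for no effect and reference inhibitor for full effect; nearly all actives have a fitted effect of over 55% in size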
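Enzyme (0.75 nM final) and test compound are incubated 15 min at room temperature before adding 50 nM quenched THF abasic-site duplex. Cleavage dequenches TAMRA, followed at 525/598 nm over three reads one minute apart.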
Pol kappa inh – inhibitors of human DNA polymerase kappa | Potency, µM (top dose mostly 107 µM), without a hit: at the highest dose activity, negative = inhibition, hits mostly inhibitors | purified Pol kappa, fluorescent DNA synthesis assay, 10 min | AID 588579 | 0.53% of 400,000 active | Q9UBT6; note: % is set by controls: 0 for no effect and ±100 for the full control effect
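First, compounds were pin-transferred onto 10 nM Pol kappa. After 15 min at room temperature, substrate was added to 50 nM final. Fluorescence was then measured kinetically at 0 and 10 min.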
BAZ2B block – inhibitors of human BAZ2B bromodomain; 4.4% of 360,000 active; AID 504333; Potency, µM (top dose mostly 114 µM), without a hit: at the highest dose activity change, negative = inhibition, hits mostly inhibitors; AlphaScreen BAZ2B-H3K14Ac peptide displacement; Q9UIF8; note: % is set by controls: 0 for no effect and ±100 for the full control effect; nearly all actives have a fitted effect of over 60% in size
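AlphaScreen luminescence quantifies BAZ2B engagement of H3K14Ac peptide; the protein and biotinylated peptide are both at 50 nM final, buffer PBS pH 7.4 with 0.01% Tween-20, all steps at room temperature.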
POLB inh – DNA polymerase beta (human) inhibition. Pol beta primer extension/strand displacement, fluorescence kinetic. Potency, µM (top dose mostly 114 µM), for inactives: at the highest dose activity change, negative = inhibition, hits mostly inhibitors. 1.3% of 340,000 active; note: % is set by controls: 0 for no effect and ±100 for the full control effect
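Enzyme-only controls used 10 nM Pol beta; buffer lacking enzyme served as negative control. Compound preincubated 15 min, then 50 nM substrate added; 0 and 10 min reads at room temperature.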
Pol iota inh – inhibitors of human DNA polymerase iota; Pol iota fluorescent replication assay, 10 min; 1% of 390,000 active; Potency, µM (titrated, usually from 115 µM), inactives show at the top dose activity, negative = inhibition, actives largely listed as inhibitors
Target sequence (Q9UNA4 whole entry, looked up): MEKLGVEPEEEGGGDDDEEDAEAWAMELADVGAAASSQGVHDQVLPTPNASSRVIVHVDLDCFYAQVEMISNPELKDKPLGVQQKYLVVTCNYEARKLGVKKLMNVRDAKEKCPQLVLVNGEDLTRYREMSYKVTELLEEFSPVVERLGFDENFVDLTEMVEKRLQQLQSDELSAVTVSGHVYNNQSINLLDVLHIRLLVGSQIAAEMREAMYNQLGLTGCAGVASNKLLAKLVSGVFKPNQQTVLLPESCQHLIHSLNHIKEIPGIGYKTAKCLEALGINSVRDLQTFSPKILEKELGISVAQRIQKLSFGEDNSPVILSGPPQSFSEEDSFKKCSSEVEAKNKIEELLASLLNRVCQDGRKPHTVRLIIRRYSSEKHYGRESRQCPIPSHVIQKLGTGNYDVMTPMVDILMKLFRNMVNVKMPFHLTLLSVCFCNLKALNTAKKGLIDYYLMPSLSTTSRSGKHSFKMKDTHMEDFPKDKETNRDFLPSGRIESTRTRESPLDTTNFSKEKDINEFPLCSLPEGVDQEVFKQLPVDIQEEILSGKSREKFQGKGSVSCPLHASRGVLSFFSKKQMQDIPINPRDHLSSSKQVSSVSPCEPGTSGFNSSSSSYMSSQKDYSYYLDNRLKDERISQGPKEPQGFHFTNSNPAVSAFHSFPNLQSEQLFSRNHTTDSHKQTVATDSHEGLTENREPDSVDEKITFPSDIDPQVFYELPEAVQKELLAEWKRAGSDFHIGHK
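Pol iota at 10 nM preincubated 15 min with compounds at room temperature; reaction started with fluorescent substrate, 50 nM final. Fluorescence read kinetically at 0 and 10 min; buffer-only wells as negative control.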
Pol eta inh – DNA polymerase eta (human) inhibition | recombinant Pol eta, fluorescent DNA replication assay | 1.2% of 390,000 active | Potency, µM (highest dose often 114 µM), inactives show at the highest dose activity change, negative = inhibition, hits mostly inhibitors | Q9Y253 | AID 588591; note: % is set by controls: 0 for no effect and ±100 for the full control effect
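Fluorescent replication assay: 50 nM final substrate added after a 15 min room-temperature compound preincubation with 10 nM enzyme. Signal taken at 0 min and again at 10 min.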
G9a block – inhibitors of human histone lysine methyltransferase G9a. Q96KQ7. G9a H3K9 monomethylation, AlphaScreen, 2 h. Potency, µM (highest dose often 102 µM), inactives show at the top dose activity, negative = inhibition, usual class: inhibitors. 8.8% of 350,000 active. AID 504332; note: % is set by controls: 0 for no effect and ±100 for the full control effect; nearly all actives have a fitted effect of over 75% in size
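Signal arises when biotinylated H3K9 peptide, once monomethylated, bridges streptavidin donor and antibody-captured acceptor beads. Enzyme at 20 nM was preincubated 15 min with test compounds; peptide 500 nM and SAM 20 uM then reacted for 2 h.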
Apoferritin bind – candidate novel general anesthetic via apoferritin binding; P02791; 0.074% of 350,000 active; Potency, µM (doses to about 77.5 µM), inactives show at the top dose activity change, negative = displacement, most hits filed as inhibitors; apoferritin/1-aminoanthracene competitive binding, fluorescence; AID 485281; note: % is set by controls: 0 for no effect and ±100 for the full control effect; nearly all actives have a fitted effect of over 20% in size
Target sequence (P02791 2-175 limits assumed): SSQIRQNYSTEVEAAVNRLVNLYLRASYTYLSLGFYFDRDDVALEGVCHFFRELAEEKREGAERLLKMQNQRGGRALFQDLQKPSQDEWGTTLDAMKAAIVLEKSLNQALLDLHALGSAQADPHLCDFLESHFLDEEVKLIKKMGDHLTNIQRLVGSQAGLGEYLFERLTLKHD
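Horse-spleen apoferritin (10 uM) was mixed with 50% saturated 1-aminoanthracene in PBS, exposed to compounds for 10 min at room temperature, and read for fluorescence (ex 380 nm, em 535 nm). Competitive displacement was fitted with a four-parameter Hill equation.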
BLM inh – blocks DNA unwinding by human BLM helicase; AID 2528; 0.2% of 350,000 active; recombinant BLM DNA unwinding, fluorescence dequenching; P54132; Potency, µM (titrated, usually from 56.1 µM), for inactives: at the highest dose activity change, negative = inhibition, most hits filed as inhibitors;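 note: plate controls were vehicle for no effect and no enzyme for full effect; nearly all actives have a fitted effect of over 35% in size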
Starred values were filed as active, the others as inactive; ? = inconclusive; · = not tested or not shown; & = joins results of further samples; [ ] = another dose, or the depositor's remark. Calls come from the whole dose curve; as a rule, active = well fitted curve in the direction sought with a large enough effect; inconclusive = small, poorly fitted or top-dose-only effect, or another doubt; inactive = no such curve, though single readings can be large; an effect the other way counts as inactive or inconclusive. Potency is the fitted concentration of half-maximal effect. Not all compounds are listed; rates above refer to the full screens.

APE1 inh	Pol kappa inh	BAZ2B block	POLB inh	Pol iota inh	Pol eta inh	G9a block	Apoferritin bind	BLM inh	SMILES
9%	4%	·	·	30%[activator]	-7%	·	·	·	CN(C)S(=O)(=O)c1cccc(C(=O)N2CCN(C(=O)C3CCCO3)CC2)c1 (stereo not drawn)
59%[activator]	-8%	-3%	-1%	26%	-1%	-22%	-8%	-2%	O=c1c2ccccc2[nH]c(=S)n1CCCN1CCN(c2ccccc2)CC1
0%	-9%	-11%	24%	18%	-6%	4%	-2%	-9%	O=C(N/N=C/c1ccc(OC(=O)c2ccccc2Br)cc1)c1ccccn1
2%	-18%	-24%	3%	2%	-12%	-18%	-1%	-2%	CC(C)C(C)(C#N)NC(=O)CSc1nnc(C(F)(F)F)n1C (stereo not drawn)
·	1%	-6%[57.1 µM]	8%	11%	-23%	-33%[59 µM]	-11%	1%	Cc1nc(N2CCCC2)c2c(C(=O)Nc3ccc(Br)cc3F)c(C)oc2n1
-7%	-13%	-27%	-10%	?	5%	-32%	-1%	-5%	Cn1cnnc1SCc1ccc(C(=O)N/N=C/c2cccs2)cc1
-5%	-18%	1%	18%	8%[58.9 µM]	-1%	30%	-9%	0%	COC(=O)c1ccc(C2C(Oc3ccccc3)C(=O)N2CCc2ccc(OC)c(OC)c2)cc1 (stereo not drawn)
15%	0%	6%	15%	14%	-2%	-20%	-16%	-3%	Cc1csc(NC(=O)CSc2nnc3ncccn23)n1
63%[activator][12.4 µM]	-10%	23%	13%	130%[activator]	-13%	-2%[59 µM]	-3%	-1%	COCCNC(=O)C(c1ccc(C)cc1)N(CCOC)C(=O)CCC(=O)Nc1ccccn1 (stereo not drawn)
15%	2%[60.1 µM]	·	·	·	·	-28%[0.501 µM]	·	3%	COc1ccc2[nH]cc(CCNc3ncncc3-c3cccnc3)c2c1
?	·	?	?	·	·	-2%	-7%	-9%	C(=N\Nc1nc(N2CCOCC2)nc(N2CCOCC2)n1)/c1ccco1
-7%	-14%	?	-3%	52%[activator]	2%	40µM*	?	-9%	O=[N+]([O-])c1cccc(-c2csc(Nc3ccccc3)n2)c1
-4%	-6%	-38%	0%	17%	1%	15%[12.7 µM]	-9%	-2%	O=C(NCc1ccc(F)cc1Cl)C1CCN(S(=O)(=O)N2CCC3(CC2)OCCO3)CC1
-1%	-2%	-35%	-13%	-2%	-13%	71µM*	-11%	36%[activator]	Cc1nc2cc(-c3ccc(Cl)cc3)nn2c(NCCN(C)C)c1C
9%	3%	·	·	59%[activator]	-10%	·	·	·	COCCn1c(SCC(=O)NNC(=O)c2ccccc2)nc2ccccc21
0%	4%	-5%	·	6%	-5%	7%[12.7 µM]	·	·	CC(OC(=O)c1ccco1)C(=O)Nc1ccc(C(F)(F)F)cc1 (stereo not drawn)
-11%	-11%	·	·	5%	-15%	·	·	·	CC(C)(C)[C@H]1COC(=O)CCC/C=C/C[C@H](CC(=O)N(CCO)Cc2ccccc2)C(=O)N1
17%	-11%	-19%	26%	18%	0%	17%[2.33 µM]	-5%	-1%	O=C(NNS(=O)(=O)c1ccc([N+](=O)[O-])cc1)c1ccc([N+](=O)[O-])cc1
18%	-2%	-1%	50%	54%[activator]	-12%	·	?	2%	CC(C)(c1ccccc1)c1ccc(OCCN)cc1
?	-5%	?	-16%	36%[activator]	2%	1.4µM*	·	-2%	Oc1ccc2ccccc2c1CNc1cnc2ccccc2c1
11%	-15%	-9%	8%	117%[activator]	-4%	56µM*	-5%	-4%	Clc1ccc(-c2c[n+]3c(n2-c2ccccc2)SCC3)cc1
16%	-4%	14%	15%	14%	-13%	45µM*	-14%	-20%	CCC(=O)Nc1ccc2c(c1)ncn2-c1ccccc1OC
-1%	5%	121%[activator]	0%	-11%[58.9 µM]	-11%	97%[activator][59 µM]	-8%	-3%	CCOc1ccccc1-c1nc(-c2cccc(Br)c2)no1
-3%	-2%	9%	15%	22%	-14%	-12%	-15%	-1%	CC(=O)N1CCN(c2ccc(Oc3nnnn3-c3ccccc3)cc2)CC1
30%	-9%	-33%	·	21%	-29%	?	·	·	CCC1(c2ccccc2)NC(=O)N(CC(=O)Nc2cc(S(=O)(=O)N3CCCCCC3)ccc2OC)C1=O (stereo not drawn)
3%	1%	1%	14%	13%	-8%	51%[59 µM]	0%	-4%	O=C(Nc1ccc2c(c1)CCC2)c1ccccc1
2%	-14%	-38%	1%	?	9%	-26%	-4%	-8%	Cc1cc(C)cc(N(CC(=O)NCCSCc2ccco2)S(C)(=O)=O)c1
-12%	8%	?	-1%	8%	-12%	8%[0.501 µM]	-13%	0%	Cc1ccccc1OCC(=O)N/N=C/c1ccc(N2CCOCC2)o1
11%	-5%	·	·	19%	-4%	·	·	·	C=CC[C@@H](CC(=O)NCCO)C(=O)NC[C@H](OC(=O)[C@@H](CC=C)CC(=O)OC(C)(C)C)c1ccccc1
-13%	-17%	2%	-1%	15%	2%	·	-3%	0%	COc1ccc(OC)c(S(=O)(=O)N2CCCC(C(=O)N3CCCC3)C2)c1 (stereo not drawn)

Exported with tabs: four of the compounds above
Compound	APE1 inh	Pol kappa inh	BAZ2B block	POLB inh	Pol iota inh	Pol eta inh	G9a block	Apoferritin bind	BLM inh
Cc1cc(C)cc(N(CC(=O)NCCSCc2ccco2)S(C)(=O)=O)c1	2%	-14%	-38%	1%	?	9%	-26%	-4%	-8%
Cc1ccccc1OCC(=O)N/N=C/c1ccc(N2CCOCC2)o1	-12%	8%	?	-1%	8%	-12%	8%[0.501 µM]	-13%	0%
C=CC[C@@H](CC(=O)NCCO)C(=O)NC[C@H](OC(=O)[C@@H](CC=C)CC(=O)OC(C)(C)C)c1ccccc1	11%	-5%	·	·	19%	-4%	·	·	·
COc1ccc(OC)c(S(=O)(=O)N2CCCC(C(=O)N3CCCC3)C2)c1 (stereo not drawn)	-13%	-17%	2%	-1%	15%	2%	·	-3%	0%

More records:
APE1 inh	Pol kappa inh	BAZ2B block	POLB inh	Pol iota inh	Pol eta inh	G9a block	Apoferritin bind	BLM inh	SMILES
9%	-3%	-4%	?	25%	-13%	·	-5%	0%	Cc1cc(NS(=O)(=O)c2cn(C)nc2C)no1
-5%	-3%	?	-1%	-6%	-12%	-3%[12.7 µM]	-11%	0%	Cn1c(C(=O)NCC2CCCO2)cc2oc3ccccc3c21 (stereo not drawn)
-3%	-19%	14%	0%	-16%	-4%	-6%[59 µM]	-1%	-3%	O=C(CSc1nc2ccccc2o1)N1CCN(C(=O)c2ccco2)CC1
?	-6%	?	-19%	24%	-1%	10µM*	-3%	-1%	C=CCn1c(-c2ccc(Cl)cc2)cnc1SC(C)C(N)=O (stereo not drawn)
16%	-12%	?	1%	51%[activator]	-1%	40µM*	-6%	-8%	CCOc1ccc2nc(N(CCN(C)C)C(=O)c3ccc4c(c3)CCCC4)sc2c1
16%	-3%	7%	-3%	71%[activator]	-15%	-8%[0.501 µM]	-9%	2%	CCN1C(=O)CSC1=Nc1cccc(C(=O)O)c1
0%	·	?	0%	·	·	-13%[2.33 µM]	-24%	10%	O=C1CN(CC(=O)N2CCOCC2)c2ccccc2O1
-8%	-3%	0%	-2%	46%[activator]	-8%	19%[59 µM]	-10%	-3%	CC(C)OC(=O)NCCOC(=O)Nc1ccccc1Cl
2%	-6%	-2%	1%	125%[activator]	-11%	8%[59 µM]	-7%	3%	Cc1ccc(C)c(NC(=O)CN(C)C(=O)Cc2ccccc2)c1
-1%	-2%	1%	-11%	82%[activator]	-20%	1%	0%	-6%	CCOc1ccc(NC(=O)c2sc(NC(C)=O)c(C(=O)OC)c2C)cc1
-4%	-16%	-5%	29%	5%	10%	?	-13%	-7%	O=C(Nc1ccc(-c2nnc(-c3ccccc3)o2)cc1)C(F)(F)F
0%	-2%	-9%	1%	104%[activator]	-18%	8%	-10%	-4%	COc1ccc(C(=O)COC(=O)CCc2nc3ccccc3[nH]c2=O)cc1Br
22%	-4%	3%	28%	-3%	-6%	·	-19%	-3%	CCCN1C(=O)CSC1=Nc1ccccc1
-9%	-8%	-35%	·	11%	-4%	-37%	·	·	CCOC(=O)c1sc(NC(=O)CC2OC(=O)c3ccccc32)nc1C (stereo not drawn)
1%	-4%&2%	?	33%	26%&29%	-19%	·	-19%	0%	COc1cc(-c2noc(C)c2C#Cc2ccccn2)cc(OC)c1OC
-3%	-4%	9%	37%	-6%	8%	28%	-6%	1%	O=C(NCCCNC(=O)c1cc(Cl)ccc1Cl)c1ccco1
-4%	-14%	-15%	-7%	-18%	-6%	-2%	-8%	-3%	CC(=O)N1CCN(c2ccccc2NC(=O)COc2ccccc2C)CC1
-4%	-6%	-2%	-1%	12%	-4%	?	-1%	1%	CCc1c(C)sc(NC(NC(C)=O)(C(=O)OC)C(F)(F)F)c1C#N (stereo not drawn)
2%	-5%	12%	17%	24%	-18%	-14%[59 µM]	-10%	-3%	CCOC(=O)C1=C(C)NC2=C(C(=O)CC(C)(C)C2)C1c1coc2ccccc2c1=O (stereo not drawn)

Reformatted with values under each structure: five of the compounds above
Every second line gives: APE1 inh	Pol kappa inh	BAZ2B block	POLB inh	Pol iota inh	Pol eta inh	G9a block	Apoferritin bind	BLM inh
- CCCN1C(=O)CSC1=Nc1ccccc1
→ 22%	-4%	3%	28%	-3%	-6%	·	-19%	-3%
- CCOC(=O)c1sc(NC(=O)CC2OC(=O)c3ccccc32)nc1C (stereo not drawn)
→ -9%	-8%	-35%	·	11%	-4%	-37%	·	·
- COc1cc(-c2noc(C)c2C#Cc2ccccn2)cc(OC)c1OC
→ 1%	-4%&2%	?	33%	26%&29%	-19%	·	-19%	0%
- O=C(NCCCNC(=O)c1cc(Cl)ccc1Cl)c1ccco1
→ -3%	-4%	9%	37%	-6%	8%	28%	-6%	1%
- CC(=O)N1CCN(c2ccccc2NC(=O)COc2ccccc2C)CC1
→ -4%	-14%	-15%	-7%	-18%	-6%	-2%	-8%	-3%
